Source: PubChem BioAssay (The Scripps Research Institute Molecular Screening Center)
Tn7 DDE FP – inhibitors of Tn7 peptide binding to fibrin DD(E), primary screen, biochemical, fluorescence polarization, human fibrin, Tn7 probe; AID 720508, 2013; hit rate 0.13% among 370,000; Fibrinogen beta chain (Homo sapiens), P02675; inhibition, % at 8.3 µM; FP displacement of FITC-Tn7 peptide from fibrin DD(E); 0% = median of compound wells per plate;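 active = inhibition above the mean of compounds falling within the control limits plus 3 SD of them, cut at about 14% in these data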;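 note: 0% = plate median of compound wells and 100% = 10 µM Aha-Tn7 peptide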
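Also added: labelled Tn7 tracer, 0.1 µM; Assay system: human fibrin DD(E) protein; Amount: 2 µM fibrin DD(E); Schedule: 10 min compound pre-incubation, 3 h probe incubation at room temperature; Repeats: one replicate per compound; Read-out basis: percent inhibition; Measured by: fluorescence polarization of the labelled Tn7 tracer.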
ARFGAP1 inh – inhibitors of rat ARFGAP1 GAP activity, primary screen, biochemical, fluorescence polarization, GDP tracer. hit rate 0.26% among 360,000. inhibition, % at 16.5 µM. Arfgap1-stimulated ARF1 GTP hydrolysis, GDP FP detection;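 active = inhibition above a per-plate limit, mean inhibition of low control wells plus 3 SD, cut at about 25% in these data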;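 note: 0% = DMSO wells with enzyme and 100% = wells lacking Arfgap1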
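Assay system: Rat Arfgap1 GAP domain (His6, aa 1-136), purified enzyme | Buffer or medium: HEPES 25 mM pH 7.5, NaCl 150 mM, MgCl2, DTT | Schedule: GTP hydrolysis reaction 2 h at 25 °C | Signal: FP of antibody-bound GDP Alexa 633 tracer, ex 620/em 688 nm | Measure: Percent inhibition of Arfgap1-stimulated GTP hydrolysis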
ADAM10 inh – human ADAM10 inhibitors, primary screen, biochemical, QFRET, HTS; Disintegrin and metalloproteinase domain-containing protein 10 (Homo sapiens), O14672; recombinant ADAM10, EDANS/DABCYL FRET peptide cleavage, 3 h; hit rate 0.62% among 370,000; inhibition, % at 7 µM; AID 720582, 2013;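 active = inhibition above a per-campaign cutoff equal to the mean of compounds falling between control-based bounds plus 3 SD, cut at about 20% in these data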;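 note: 0% = DMSO wells while the 100% control is not disclosed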
Target sequence (O14672 214-748 limits assumed): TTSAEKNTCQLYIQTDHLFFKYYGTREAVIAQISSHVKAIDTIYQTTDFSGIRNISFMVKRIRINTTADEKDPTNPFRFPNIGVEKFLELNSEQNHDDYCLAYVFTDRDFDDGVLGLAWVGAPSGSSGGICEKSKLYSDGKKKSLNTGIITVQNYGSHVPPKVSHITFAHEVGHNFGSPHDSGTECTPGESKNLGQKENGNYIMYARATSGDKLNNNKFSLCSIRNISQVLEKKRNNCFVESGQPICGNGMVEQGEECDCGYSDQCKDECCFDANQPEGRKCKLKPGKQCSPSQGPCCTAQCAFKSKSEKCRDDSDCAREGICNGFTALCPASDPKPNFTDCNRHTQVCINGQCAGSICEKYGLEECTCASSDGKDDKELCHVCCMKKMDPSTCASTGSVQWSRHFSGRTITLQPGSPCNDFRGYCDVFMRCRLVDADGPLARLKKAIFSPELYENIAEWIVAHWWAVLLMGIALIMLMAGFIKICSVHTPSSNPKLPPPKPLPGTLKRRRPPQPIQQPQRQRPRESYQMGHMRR
ASAP1 GAP inh – inhibitors of human ASAP1 ArfGAP activity, primary screen, biochemical, fluorescence polarization | Arf-GAP with SH3 domain, ANK repeat and PH domain-containing protein 1 (Homo sapiens), … | ASAP1-stimulated ARF1 GTP hydrolysis, GDP FP detection | inhibition, % at 16.5 µM | hit rate 0.19% among 360,000 | AID 624377, 2012; in the data active = inhibition above about 25%;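 note: 0% = vehicle with enzyme and substrate and 100% = no enzyme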
PLCg1 inh – PLC-gamma1 enzyme inhibitors, primary screen, biochemical, fluorescence, purified enzyme | 1-phosphatidylinositol 4,5-bisphosphate phosphodiesterase gamma-1 (Homo sapiens), P19174 | fluorogenic substrate | inhibition, % at 12.2 µM | hit rate 0.84% among 370,000; in the data active = inhibition above about 9.5%
SIAE inh – human SIAE inhibitors, primary screen, biochemical, fluorescence polarization, FP-Rh probe, 1536-well HTS; inhibition, % at 9.66 µM; hit rate 0.69% among 370,000; SIAE FP-Rh probe binding;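 active = inhibition above a cutoff: mean of compounds within the control limits plus 3 SD of those, cut at about 17% in these data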;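 note: 0% = plate median of compound wells and 100% = probe without SIAE protein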
Target sequence (Q9HAT2 whole entry, looked up): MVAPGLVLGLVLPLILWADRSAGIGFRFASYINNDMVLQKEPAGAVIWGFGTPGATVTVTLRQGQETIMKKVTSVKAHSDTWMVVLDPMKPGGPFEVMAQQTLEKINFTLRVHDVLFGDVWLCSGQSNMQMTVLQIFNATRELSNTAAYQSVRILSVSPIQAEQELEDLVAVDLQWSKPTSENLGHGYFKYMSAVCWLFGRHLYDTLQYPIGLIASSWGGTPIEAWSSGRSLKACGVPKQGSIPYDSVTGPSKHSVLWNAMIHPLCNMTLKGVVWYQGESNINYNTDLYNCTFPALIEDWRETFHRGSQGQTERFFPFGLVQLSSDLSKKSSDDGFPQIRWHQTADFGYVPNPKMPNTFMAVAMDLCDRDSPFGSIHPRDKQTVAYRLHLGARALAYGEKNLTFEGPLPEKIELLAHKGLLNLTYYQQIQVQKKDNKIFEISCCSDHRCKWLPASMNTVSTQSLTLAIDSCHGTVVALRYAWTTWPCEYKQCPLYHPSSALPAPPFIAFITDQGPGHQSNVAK
ADAM17 inh – ADAM17 inhibitors, primary screen, biochemical, QFRET; recombinant ADAM17, EDANS/DABCYL FRET peptide cleavage; hit rate 0.83% among 370,000; AID 720648, 2013; inhibition, % at 6.95 µM;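 active = inhibition above the mean of compounds lying between control limits plus 3 SD, set per campaign, cut at about 8.5% in these data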;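 note: 0% = DMSO-only wells as the low control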
TDP2 absorb – human TDP2 enzyme inhibitors, primary screen, biochemical, epi absorbance, recombinant enzyme | T5PNP hydrolysis, p-nitrophenol absorbance 415 nm | inhibition, % at 12.8 µM | hit rate 0.34% among 370,000;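 active = inhibition above the mean of all tested compounds plus 3 SD, set per campaign, cut at about 25% in these data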;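 note: 0% = DMSO with enzyme and 100% = buffer with substrate but no TDP2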
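Test system: human TDP2 enzyme; Input: 120 nM TDP2 per well; Buffer or medium: Mg2+-containing Tris-HCl buffer, pH 7.5; Reagent: 5 mM T5PNP; Dosing: 12.8 µM single point, 1% DMSO; Incubation: reaction 2 h, 37 °C; Detection: p-Nitrophenol epi absorbance; Read-out: % inhibition relative to enzyme-containing and enzyme-free wells; Replicates: single well per compound.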
Tn6 DDE FP – inhibitors of Tn6 peptide binding to fibrin DD(E), primary screen, biochemical, fluorescence polarization, human fibrin, Tn6 probe | Fibrinogen beta chain (Homo sapiens), P02675 | Fibrin DD(E) TRITC-Tn6 fluorescence polarization displacement | inhibition, % at 8.3 µM | hit rate 0.21% among 370,000 | AID 720509, 2013;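 active = inhibition above a per-campaign cutoff: mean of compounds within control limits plus 3 SD, cut at about 15% in these data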;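 note: 0% = median of all compound wells on the plate and 100% = blocking peptide control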
PLCb3 inh – human PLC-beta3 inhibitors, primary screen, biochemical, fluorescence; AID 720704, 2013; inhibition, % at 12.2 µM; hit rate 0.18% among 370,000; 1-phosphatidylinositol 4,5-bisphosphate phosphodiesterase beta-3 (Homo sapiens), Q01970; Purified PLC-beta3, fluorogenic substrate; in the data active = inhibition above about 11%;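 note: 0% = median of compound wells on plate and 100% = full blocker control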
The depositor's hits bear a star. Only part of the results is shown; rates above refer to the full screens.

Keys: A = Tn7 DDE FP; B = ARFGAP1 inh; C = ADAM10 inh; D = ASAP1 GAP inh; E = PLCg1 inh; F = SIAE inh; G = ADAM17 inh; H = TDP2 absorb; I = Tn6 DDE FP; J = PLCb3 inh
O=C(COC(=O)Cc1ccccc1)Nc1cc(S(=O)(=O)N2CCOCC2)ccc1N1CCCC1
  A: 2; B: 10; C: -9; D: -4; E: -1; F: -2; G: -2; H: 2; I: 3; J: -4
CC1(O)CCC2C3CCC4=CC(=O)CCC4(C)C34OC4CC21C (stereo not drawn)
  A: 3; B: -2; C: -5; D: 4; E: -5; F: 2; G: -3; H: 2; I: -3; J: -4
Nc1c2c(nc3sc4c(c13)CCCC4)CCCC2
  A: 3; B: -9; C: -9; D: -21; E: -6; F: 9; G: -2; H: 0; I: -4; J: -7
C=CCn1c(O)c(C(CC)=NC(C)c2ccccc2)c(=O)[nH]c1=O (stereo not drawn)
  A: 1; B: 4; C: 11; D: 5; E: 6; F: 9; G: 2; H: -8; I: -1; J: 2
COc1cccc2c1N=C1CCCC3CN(C(C)=O)CCC123 (stereo not drawn)
  A: 4; B: 3; C: -5; D: 1; E: -3; F: 2; G: -3; H: 8; I: 5; J: 1
CCN1C(=O)CC(=O)N(CC)C1=S
  A: -1; B: 7; C: 2; D: -5; E: 3; F: -11; G: 2; H: -5; I: -2; J: 4
CCCC12CN3CN(C1)CC(CCC)(C3)C2O (stereo not drawn)
  A: 0; B: 2; C: -2; D: -12; E: 1; F: 2; G: -2; H: 2; I: -3; J: 1
COC(=O)C1=C(c2cc3ccccc3s2)C[C@@H]2CC[C@H]1N2C
  A: -7; B: 14; C: 1; D: 4; E: 4; F: -6; G: 2; H: -6; I: -2; J: 4
COC(=O)C1=C(c2cc3ccccc3s2)C[C@@H]2CC[C@H]1N2C(=O)N1CCOCC1
  A: -4; B: -1; C: -5; D: 1; E: 0; F: -1; G: -5; H: 10; I: 6; J: -1
CCCC(=O)NC(Oc1ccc(C(C)=O)cc1)C(Cl)(Cl)Cl (stereo not drawn)
  A: 5; B: -4; C: -2; D: 0; E: -1; F: 2; G: 0; H: 1; I: 5; J: 5
CC(=O)OC1N=C(c2ccccc2)c2ccccc2NC1=O (stereo not drawn)
  A: -7; B: 3; C: 5; D: 3; E: 2; F: 7; G: 2; H: -10; I: -6; J: 1
CCCCn1c(O)c(C(CC)=NCCCN(C)C)c(=O)[nH]c1=O
  A: -4; B: -6; C: 0; D: -13; E: -3; F: 11; G: 0; H: -3; I: 5; J: 0
O=C(N/N=C/c1c(O)n(C2CC2)c(=S)[nH]c1=O)c1ccccc1Cl
  A: 0; B: -3; C: -6; D: 3; E: -6; F: -21; G: 0; H: -10; I: 2; J: -17
Cn1c(O)c(C=NC2C(=O)C3(C)CCC2C3(C)C)c(=O)n(C)c1=O (stereo not drawn)
  A: 6; B: -13; C: 5; D: 3; E: 0; F: -3; G: -2; H: 11; I: -2; J: 3
CC(C)CN1CCN(Cc2ccc(C(F)(F)F)cc2)CC1CCO (stereo not drawn)
  A: 7; B: 5; C: -9; D: 9; E: -3; F: -1; G: -7; H: 1; I: 1; J: -11
O=C1/C(=C\c2ccncc2)N2CCC1CC2
  A: -4; B: 4; C: 4; D: -1; E: 3; F: -6; G: 1; H: -8; I: 2; J: -5
COc1ccc(OC)c(N2Cc3ccccc3C2=N)c1
  A: 7; B: -7; C: -6; D: -16; E: 0; F: 1; G: -3; H: -7; I: -7; J: -6
COC1=CC23CCCN2CCc2cc4c(cc2C3C1O)OCO4 (stereo not drawn)
  A: -1; B: 0; C: -19; D: 6; E: -4; F: 8; G: -1; H: -5; I: -9; J: -2
Cc1ccc(NC(=O)CN2C(=O)CN=C(c3ccccc3)c3cc(Cl)ccc32)cc1
  A: -3; B: 3; C: 14; D: 7; E: 5; F: -9; G: 7; H: 7; I: 6; J: 2
Nc1ccc([N+](=O)[O-])cc1
  A: 5; B: -7; C: -5; D: -2; E: 2; F: 10; G: -1; H: -12; I: 8; J: 9
CCOC(=O)CNC(=O)N1Cc2cc(Br)ccc2-n2nncc2C1
  A: 7; B: -11; C: -9; D: -8; E: 1; F: 2; G: -3; H: -1; I: 7; J: 1
CCCCn1c(O)c(/C=N/NC(=O)c2ccncc2)c(=O)[nH]c1=O
  A: 0; B: -10; C: -17; D: 0; E: -21; F: 1; G: -6; H: -1; I: 1; J: -39
Fc1ccc(C2=CCN(C(c3ccc(Cl)cc3)c3nnnn3Cc3ccccc3)CC2)cc1 (stereo not drawn)
  A: 3; B: 2; C: -3; D: -1; E: 0; F: -10; G: -3; H: 3; I: 1; J: -2
COc1cccc(-n2c(O)c(C=NCc3ccc4c(c3)OCO4)c(=O)[nH]c2=O)c1
  A: -2; B: 2; C: -3; D: 3; E: 4; F: -8; G: 1; H: -14; I: 4; J: 7
Cc1nc2ccccc2c(=O)n1-c1ccc([N+](=O)[O-])cc1
  A: 1; B: -1; C: 2; D: 7; E: 3; F: 1; G: 3; H: 4; I: -1; J: 2

Overlap with the part before: 3 compounds, then new ones.
Keys: A = Tn7 DDE FP; B = ARFGAP1 inh; C = ADAM10 inh; D = ASAP1 GAP inh; E = PLCg1 inh; F = SIAE inh; G = ADAM17 inh; H = TDP2 absorb; I = Tn6 DDE FP; J = PLCb3 inh
Fc1ccc(C2=CCN(C(c3ccc(Cl)cc3)c3nnnn3Cc3ccccc3)CC2)cc1 (stereo not drawn)
  A: 3; B: 2; C: -3; D: -1; E: 0; F: -10; G: -3; H: 3; I: 1; J: -2
COc1cccc(-n2c(O)c(C=NCc3ccc4c(c3)OCO4)c(=O)[nH]c2=O)c1
  A: -2; B: 2; C: -3; D: 3; E: 4; F: -8; G: 1; H: -14; I: 4; J: 7
Cc1nc2ccccc2c(=O)n1-c1ccc([N+](=O)[O-])cc1
  A: 1; B: -1; C: 2; D: 7; E: 3; F: 1; G: 3; H: 4; I: -1; J: 2
CCn1ccnc1CN1CCCC(C(=O)c2cc(F)ccc2OC)C1 (stereo not drawn)
  A: -2; B: -4; C: -9; D: 3; E: 0; F: 5; G: -3; H: -3; I: 2; J: 0
CC(=NCc1cccnc1)c1c(O)n(Cc2ccccc2)c(=O)[nH]c1=O
  A: 3; B: 5; C: -1; D: 8; E: 3; F: -3; G: -1; H: 12; I: 0; J: 5
CC12CCC3C(CC=C4CC(O)CCC43C)C1C/C(=C\c1cccc(F)c1)C2=O (stereo not drawn)
  A: 11; B: 0; C: 11; D: -14; E: 4; F: -4; G: 4; H: -16; I: 3; J: 1
CCC(N)Cc1c[nH]c2ccccc12 (stereo not drawn)
  A: 8; B: 6; C: -1; D: -5; E: -1; F: 7; G: -9; H: -7; I: 7; J: -6
OC(CN1CCC(c2c[nH]c3ccccc23)CC1)C(F)(F)F (stereo not drawn)
  A: 2; B: 10; C: 3; D: 8; E: 0; F: 5; G: -5; H: -4; I: 3; J: -3
CN(C)Cc1c[nH]c2ccc([N+](=O)[O-])cc12
  A: -11; B: 14; C: 7; D: -2; E: 2; F: 0; G: -2; H: 4; I: -5; J: 7
Cc1cc(S(=O)(=O)NC(C)C)ccc1OCC(=O)N1CCN(Cc2ccc3c(c2)OCO3)CC1
  A: 10; B: 4; C: 13; D: 1; E: 6; F: 6; G: 1; H: -4; I: -7; J: 5
CN(C)C(Cc1ccc(C#N)cc1)C(=O)c1ccccc1 (stereo not drawn)
  A: -7; B: 2; C: -22; D: -2; E: -25; F: -8; G: -6; H: 6; I: -1; J: -27
Cc1cc(=O)oc2c(C)c(OCC(=O)N3CCN(Cc4ccc5c(c4)OCO5)CC3)ccc12
  A: -4; B: 11; C: -40; D: 12; E: -1; F: -3; G: -13; H: 11; I: 0; J: -13
CCOc1cc2c(cc1OCC)-n1cccc1C(c1cccc(F)c1F)NC2 (stereo not drawn)
  A: 2; B: 5; C: 5; D: 10; E: 1; F: -2; G: 0; H: 2; I: 0; J: -1
COc1ccccc1CCNC1CCC(C(C)(C)C)CC1 (stereo not drawn)
  A: 2; B: 0; C: 8; D: -5; E: 8; F: -2; G: 3; H: 1; I: 2; J: 6
CN(C)C(=O)Oc1ccc(OC(=O)c2ccccc2)cc1
  A: 0; B: 3; C: -1; D: -8; E: 2; F: 2; G: 1; H: -4; I: 4; J: 0
COC(=O)C1=C(c2cc3ccccc3s2)C[C@@H]2CC[C@H]1N2C(=O)NC1CCCCC1
  A: 1; B: -5; C: 18; D: 7; E: 6; F: 0; G: 6; H: -11; I: 0; J: 4
CC12CN3CC(C)(CN(C1)C31CCOCC1)C2=O
  A: 2; B: 8; C: -4; D: 8; E: 2; F: 0; G: -2; H: 7; I: -2; J: 0
COC(=O)C1=C(c2cccc(C#N)c2)C[C@@H]2CC[C@H]1N2C(=O)N1CCC(C)CC1
  A: 0; B: 1; C: -3; D: 0; E: 1; F: 1; G: -6; H: 3; I: -7; J: 1
COc1cccc(C(c2nnnn2-c2ccc3c(c2)OCCO3)N2CCC(n3c(=O)[nH]c4ccccc43)CC2)c1OC (stereo not drawn)
  A: 3; B: 0; C: 21*; D: 2; E: 2; F: -10; G: 4; H: -11; I: -1; J: -1
